Screens from PubChem BioAssay.
S2 tox: viability counter-screen for ATXN expression inhibitors; S2 cells (HEK-293 line with an ATXN2-luciferase reporter) viability, CellTiter-Fluor protease fluorescence, 24 h; Potency, µM (series often up to 56.7 µM), usual class: cytotoxic; 400,000 compounds, 0.49% hits; AID 651635; further: potency means the concentration at half of the fitted maximal effect; nearly all actives have a fitted effect of over 40% in size
Nrf2 inh: blocks Nrf2 signaling | A549 ARE-Fluc reporter, luciferase luminescence, 18-24 h | Potency, µM (titrated, usually from 46 µM), for the others: at the top dose activity change, negative = inhibition, usual class: inhibitors | 360,000 compounds, 2.1% hits; further: potency means the concentration at half of the fitted maximal effect; on the % scale 0 is the no-effect control and ±100 the full control effect; nearly all actives have a fitted effect of over 60% in size
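Reporter: ARE-Fluc in A549. Exposure: 18-24 h, 37 °C, 5% CO2, 5% FBS OPTI-MEM. Readouts: fluorescent cytotoxicity (CellTiter-Fluor), then luminescent Nrf2 signal after BugLite.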
HepG2 tox: HepG2 cytotoxicity, counter-screen for TGF-b inhibitors; HepG2 CAGA-GFP viability, ATP luminescence, 18 h; Potency, µM (titrated, usually from 46.1 µM), for the others: at the highest dose activity change, negative = cytotoxicity, hits mostly cytotoxic; 410,000 compounds, 0.76% hits; AID 588856; further: potency means the concentration at half of the fitted maximal effect; some results filed as inactive show a strong effect at the top dose
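HepG2 CAGA-GFP cells (1000/well, DMEM with 1% FBS) received compound, then TGF-beta at 500 pg/mL final, and were incubated 18 hours at 37 degrees C. Viability was read by CellTiter-Glo luminescence. Media-only wells were set as complete cell-killing and DMSO as no toxicity.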
TGFb inhibitor: inhibitors of TGF-b signaling | AID 588855 | HepG2 CAGA-GFP TGF-b/SMAD3 reporter, GFP fluorescence, 18 h; TGF-beta stimulated, 500 pg/mL final | 410,000 compounds, 1.2% hits | Potency, µM (doses to about 46.1 µM), for the others: at the highest dose activity, negative = inhibition, hits mostly inhibitors; further: potency means the concentration at half of the fitted maximal effect; on the % scale 0 is the no-effect control and ±100 the full control effect; nearly all actives have a fitted effect of over 65% in size
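Using HEPG2 CAGA-GFP reporter cells at 1000 cells/well, we pinned test compounds, stimulated with recombinant TGF-beta (500 pg/mL final) and measured total well GFP after 18 h.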
MmCpn inh: M. maripaludis TRiC chaperonin inhibition; purified Mm-Cpn ATPase, ADP Transcreener TR-FRET; 330,000 compounds, 0.031% hits; Potency, µM (titrated, usually from 76.9 µM), without a hit: at the top dose activity, negative = inhibition, hits mostly inhibitors; AID 504842; further: potency means the concentration at half of the fitted maximal effect; on the % scale 0 is the no-effect control and ±100 the full control effect; nearly all actives have a fitted effect of over 80% in size
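Inhibition of chaperonin ATP hydrolysis is measured as reduced ADP production, detected by competitive TR-FRET in which signal falls with ADP. Final enzyme 25 nM and ATP 10 uM, reacted 30 min at 37°C.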
CCT chaperon mod: cytosolic chaperonin activity modulation. AID 651819. 360,000 compounds, 0.3% hits. purified chaperonin ATPase assay, HTRF ADP detection, 30 min. activity change, % (test concentration not listed), hits read low; in the data active means activity change below about -30%; further: on the % scale 0 is the no-effect control and ±100 the full control effect
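Nucleotide hydrolysis assay: TRiC at 20–40 nM final (set by batch activity) with 10 uM ATP, 30 min at 37 °C, in presence of 76 uM compound. Detection by competitive ADP HTRF, 30 min ambient.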
A549 viability: A549 cytotoxicity, counter-screen for Nrf2 inhibitors. A549 ARE-Fluc cells, CellTiter-Fluor viability, 18-24 h. Potency, µM (titrated, usually from 46 µM), for inactives: at the highest dose activity change, negative = cytotoxicity, actives largely listed as inhibitors. AID 504648. 390,000 compounds, 0.16% hits; further: potency means the concentration at half of the fitted maximal effect; on the % scale 0 is the no-effect control and ±100 the full control effect
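A549 ARE-Fluc cells in 5% FBS OPTI-MEM, 5000 cells/well, rested 2 h then exposed to compounds in concentration-response for 18-24 h at 37 °C. Viability by CellTiter-Fluor fluorescence (Ex 405/Em 525) after 30 min; luciferase luminescence (BugLite, 15 min, RT) read afterwards.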
Akt phos inh: Akt phosphorylation inhibition; 360,000 compounds, 0.32% hits; activity change, % for hits at 50 µM; Neuro2A IGF-stimulated pAkt S473 HTRF, 20 min; stronger effect = lower value; AID 651550; in the data active means activity change below about -80%; inconclusive means mostly about -51% to -80%; further: on the % scale 0 is the no-effect control and ±100 the full control effect
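Neuro2A cells in DMEM with 0.5% FBS, overnight at 37 deg C, given compound at single 50 µM final, then IGF (6 nM final) for 20 min at 37 deg C. Lysed; phospho-Akt Ser473 by HTRF after 24 h, 665/615 ratio.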
Nrf2 ARE act: Nrf2 pathway activation; AREc32 ARE-luciferase reporter (MCF7-derived line), luminescence, 24 h; 410,000 compounds, 0.31% hits; AID 624171; Potency, µM (doses to about 46.1 µM), for the others: at the top dose activation, hits mostly activators; further: potency means the concentration at half of the fitted maximal effect; % of control where 0% means no effect; nearly all actives have a fitted effect of over 65% in size
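Each well held 1000 AREc32 cells, which were incubated with compound for 24 hr at 37 deg C after overnight attachment, and ARE reporter activity was quantified by firefly luciferase luminescence.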
An asterisk follows results filed as active; i = inactive; ? = inconclusive; · = no result given; & = joins results of further samples; [ ] = another dose, or the depositor's remark. Unless noted, the call rests on the fitted dose curve; in most records, active means well fitted curve in the direction sought with a large enough effect; inconclusive means small, poorly fitted or top-dose-only effect, or another doubt; inactive means no such curve, though single readings can be large; an effect the other way counts as inactive or inconclusive.

molecule	S2 tox	Nrf2 inh	HepG2 tox	TGFb inhibitor	MmCpn inh	CCT chaperon mod	A549 viability	Akt phos inh	Nrf2 ARE act
CCCCOC(=O)c1ccc(NC(c2ccc(C)cc2)P(=O)(OC)OC)cc1 (configuration not stated)	i	-6.0%	-40.1%	?	0.3%	2.8	-0.4%	i	2.3%
CCCS(=O)(=O)N1CCC(C(=O)N2CCCC2)CC1	i	-2.5%	22.5%	-0.6%	0.7%	0.6	-2.8%	i	1.9%
Nc1ccc(-c2cc(N)n(-c3ccccc3)n2)cc1	i	?	33.4%	33.9%[activator]	-4.8%	-5.7	2.4%	·	-0.5%
CSCCC(NC(=O)c1ccco1)C(=O)N1CCN(Cc2ccccc2)CC1 (configuration not stated)	?	6.9%	-12.2%	-13.8%	0.5%	-2.2	-0.3%	i	2.2%
COc1ccc(N2C(=O)c3ccc(C(=O)Nc4cc(OC)ccc4OC)cc3C2=O)cc1	i	?	-4.4%	-3.2%	1.0%	-1.5	-15.2%	i	0.0%
COc1cccc(NC(=O)Cn2nc(-c3ccncc3)ccc2=O)c1	?	·	10.2%	12.8%	·	·	-1.4%	·	-1.1%
Cc1cccc(N2CCN(C(=O)c3cccc(N4CCCC4=O)c3)C(C)C2)c1 (configuration not stated)	i	-4.6%	10.6%	17.5%	0.5%	-1.1	-10.2%	·	-0.8%
Cn1c(CN2CCCCC2)nc2cc(NC(=O)c3ccccc3)ccc21	i	8.1%	0.0%	-26.3%	-3.0%	-0.8	-5.1%	i	0.2%
CCCCN1CCCc2cc(CN(CCCN3CCOCC3)C(=O)Nc3ccc(CC)cc3)ccc21	i	·	3.4%	18.5%	·	·	?	·	-0.5%
COc1ccccc1Cc1nc2ccccc2nc1SCC(=O)NCc1ccc(F)cc1	·	·	-6.9%	-0.5%	·	·	-1.2%	·	-0.5%
CN(C1=NC(=O)C(CC(=O)O)S1)c1ccc(O)cc1 (configuration not stated)	i	?	2.9%	3.7%	-2.3%	-4.3	3.5%	i	-0.3%
CCOc1ccc(NC(=O)CCCOc2cc(=O)n(C)c3ccccc23)cc1	i	13.1%&-14.1%	-6.9%&1.3%	-5.3%&8.0%	0.6%	0.4	?	i	3.5%&0.7%
CC(C)NC(=O)c1ccccc1NC(=O)C1COc2ccccc2O1 (configuration not stated)	i	?	1.7%	-2.2%	0.3%	0.2	-13.7%	i	3.3%
CC(=O)Nc1ccc(C(C#N)c2ccccc2)cc1 (configuration not stated)	i	3.2%	-17.5%	-8.6%	2.7%	-1.6	0.6%	i	0.5%
COc1ccc(-c2nc3ccccc3o2)cc1NC(=O)c1cccc2c(Cl)cccc12	i	1.3%	2.8%	-1.0%	·	·	-4.0%	·	3.7%
COc1ccc(C(=O)c2sc3nc4c(c(C(F)(F)F)c3c2N)CN(C(C)=O)CC4)cc1OC	·	?	-23.4%	18.5%	·	·	-19.4%	·	4.4%
Cc1[nH]c(=S)[nH]c(=O)c1Cc1c(O)ccc2ccccc12	i	-13.1%	-35.7%	?	·	-1.8	0.1%	i	2.3%
O=C(c1ccc(Cn2cc(Cl)cn2)cc1)N1CCN(c2ccccc2)CC1	i	1.7%	3.7%	-3.1%	·	-2.6	-3.0%	i	0.4%
O=C(NCc1ccco1)Nc1ccc2nsnc2c1	i	4.4%	-12.0%	?	-9.9%	-1.0	-13.3%	i	22.4µM*
CCC(Sc1nc(-c2ccccc2)[nH]c1S(=O)(=O)c1ccc(C)cc1)C(=O)O (configuration not stated)	i	8.7%	3.5%	-17.0%	·	·	-5.4%	·	-0.8%
COC(CNC(=O)c1c[nH]c2ccc(S(=O)(=O)N3CCOCC3)cc2c1=O)OC	i	5.3%	-19.1%	-9.1%	0.5%	-0.5	-0.3%	i	-0.7%
Cc1ccc2c(=O)cc(C(=O)Nc3ccc(S(=O)(=O)N4CCCCCC4)cc3)oc2c1C	i	0.0%	-7.0%	?	·	·	5.3%	·	0.4%
CCCC(=O)Nc1ccc(NC(=O)Cc2ccccc2)cn1	i	2.7%	-3.8%	-19.1%	0.0%	-1.1	6.4%	i	0.3%
CCOC(=O)c1c(C)c(-c2ccccc2)n(CC(=O)NCCC(C)C)c1C	i	0.0%	1.5%	-9.0%	-0.3%	0.6	-14.2%	i	-0.1%
CCOc1cc2c(c3c1C(c1ccccc1)N(S(=O)(=O)c1ccc(C)cc1)C3)C(=O)C=CC2=O (configuration not stated)	6.31µM*	·	8.91µM*	?	·	0.1	·	i	?

molecule	S2 tox	Nrf2 inh	HepG2 tox	TGFb inhibitor	MmCpn inh	CCT chaperon mod	A549 viability	Akt phos inh	Nrf2 ARE act
Cc1ccc(C(=O)N/C(=C\c2ccco2)C(=O)NCCN2CCOCC2)cc1C	i	3.6%	-23.2%	-5.5%	-2.9%	-2.6	2.8%	i	0.4%
CN(NC1OC(=O)c2ccccc21)c1ccc(Cl)cc1[N+](=O)[O-] (configuration not stated)	i	7.1%	-1.4%	-1.0%	1.1%	-0.7	-3.1%	i	-0.1%
CC(C)Cn1c(N)c(C(=O)COC(=O)c2ccc(Cl)cc2)c(=O)n(C)c1=O	?	?	-6.8%	0.5%	1.1%	1.3	-12.8%	i	3.8%
Fc1cccc(NCc2ccoc2)c1	i	·	-3.6%	-14.3%	-0.3%	1.0	-3.9%	·	0.5%
CSc1cc(-c2ccc(Cl)cc2)c(C(=O)N2CCCC2)s1	i	-11.3%	6.2%	-15.9%	-6.5%	-2.8	-0.1%	i	0.3%
COc1ccc(-c2cn[nH]c2-c2ccc(OCC(=O)NN)cc2O)cc1OC	i	11.7%	1.6%	5.2%	0.3%	0.6	-9.2%	i	-0.8%
CSc1ccccc1C(=O)N1CCC(CCC(=O)NC2CC2)CC1	i	-15.0%	-18.5%	1.1%	-1.4%	1.2	-6.3%	·	0.4%
CCOP(=O)(OCC)C(NC(C)=O)C(=O)c1ccccc1 (configuration not stated)	i	-5.2%	3.6%	-11.1%	-1.3%	-0.3	20.7%	i	-0.9%
COc1ccc(N2CCN(C(=O)CCNC(=O)c3ccc(C(C)(C)C)cc3)CC2)cc1	i	?	-20.4%	-19.0%	0.1%	-2.5	-7.3%	i	3.0%
CC1(c2ccccc2)NC(=O)N(CC(=O)NNC(=O)c2ccccc2F)C1=O (configuration not stated)	i	-27.8%	6.4%	19.9%	-0.1%	0.3	-9.9%	i	-0.1%
Cc1ccc(CCNC(=O)CS(=O)Cc2nc(-c3cccs3)oc2C)cc1 (configuration not stated)	·	7.0%	2.0%	?	2.7%	-0.4	5.1%	i	5.9%
Cc1nnc(N/N=C/C2CC=CCC2)[nH]c1=O (configuration not stated)	i	-0.3%	4.9%	0.7%	-1.0%	1.1	-10.3%	i	0.0%
O=C(Nc1ccc(F)cc1F)Nc1csc2ccccc12	i	?	-39.8%	?	1.3%	-0.9	-15.9%	i	8.7%
CCCCOc1cccc(/C=C(\C#N)C(=O)NC2CC2)c1	i	-0.2%	-8.4%	-8.3%	-1.4%	0.4	0.3%	i	3.0%
Cc1cccc(C(=O)Nc2ccc(S(=O)(=O)Nc3nc(C)cc(C)n3)cc2)c1	i	6.0%	1.6%	-4.1%	-0.2%	0.6	-0.3%	i	0.1%
O=C1c2ccccc2C(=O)C1c1nccc2ccccc12	i	?	-8.2%	-7.0%	-0.4%	0.4	-5.1%	i	?
Cc1[nH]c2ccccc2c1C(=O)CN1CCCC1	i	4.8%	-11.3%	1.1%	1.2%	-1.1	3.4%	i	0.0%
CNC(=O)NC(=O)COC(=O)/C=C/c1cccc(Br)c1	i	-16.5%	11.0%	24.9%	-4.0%	0.0	-2.8%	i	7.9%
Cc1ccc(NC(=O)CN2C(=O)COc3ccc(S(=O)(=O)N4CCCC4)cc32)cc1C	?	0.3%	4.2%	7.9%	-1.5%	-1.8	-0.7%	i	-0.1%
CCSc1nnc(SCC(=O)NC2CCCCC2)s1	i	5.6%	2µM*	-10.4%	1.3%	-0.1	0.2%	i	0.3%
CCOC(=O)CNC(=O)CSc1nc(N)cc(N)n1	i	2.2%	6.5%	-9.9%	-0.2%	-2.2	17.0%	i	0.2%
O=C(c1ccc2c(c1)N(Cc1ccc(Cl)cc1)C(=O)c1ccccc1S2=O)N1CCC(Cc2ccccc2)CC1 (configuration not stated)	i	?	-40.6%	?	·	·	-2.7%	·	3.2%
O=C(c1ccc2c(c1)OCCO2)C1CCN(C(=O)Nc2ccccc2F)CC1	i	-29.5%	1.5%	-0.9%	-0.5%	1.7	-2.7%	i	-0.3%
CCN(CC)c1ccc(-c2n[nH]c(=S)n2-c2ccccc2C)cc1	?	-14.4%	-14.8%	0.1%	-19.2%	-2.7	0.0%	i	-0.6%
OC(CN1CCN(c2ccccc2F)CC1)c1ccc(F)cc1 (configuration not stated)	i	14.4%	-1.0%	1.5%	2.7%	-1.3	-11.0%	i	-0.7%
COc1ccc(OCc2cn(CC(=O)c3ccc(O)cc3)nn2)cc1	i	4.0%	-1.0%	10.4%	·	2.1	6.3%	i	0.2%
CC1CC(C)CN(C(=O)C(C)N2CCN(S(=O)(=O)c3ccccc3F)CC2)C1 (configuration not stated)	i	-5.5%	-1.6%	5.4%	1.1%	-0.4	3.9%	i	-0.2%

Given as labelled records: 2 of the compounds above
CCCCOc1cccc(/C=C(\C#N)C(=O)NC2CC2)c1
  S2 tox = i
  Nrf2 inh = -0.2%
  HepG2 tox = -8.4%
  TGFb inhibitor = -8.3%
  MmCpn inh = -1.4%
  CCT chaperon mod = 0.4
  A549 viability = 0.3%
  Akt phos inh = i
  Nrf2 ARE act = 3.0%
Cc1cccc(C(=O)Nc2ccc(S(=O)(=O)Nc3nc(C)cc(C)n3)cc2)c1
  S2 tox = i
  Nrf2 inh = 6.0%
  HepG2 tox = 1.6%
  TGFb inhibitor = -4.1%
  MmCpn inh = -0.2%
  CCT chaperon mod = 0.6
  A549 viability = -0.3%
  Akt phos inh = i
  Nrf2 ARE act = 0.1%
